Shiga toxin inh: A qHTS for Small Molecule Inhibitors of Shiga Toxin; Vero cells, Shiga toxin protein synthesis inhibition reporter; inhibition, % at 38.7 µM; 290,000 compounds, 9.2% hits; AID 2315, 2010; in the data active means inhibition mostly above about 28%, no sharp cut-off; inactive means mostly below about 43%; further: 0% is about no effect
LmPK inh: qHTS Assay for Inhibitors of Leishmania Mexicana Pyruvate Kinase (LmPK). purified LmPK, Kinase-Glo ATP luminescence, 1 h. Potency, µM (series often up to 57.5 µM), without a hit: at the highest dose activity change, negative = inhibition, hits mostly inhibitors. 290,000 compounds, 0.37% hits; further: potency means the concentration at half of the fitted maximal effect; on the % scale 0 is the no-effect control and ±100 the full control effect
Target sequence (Q27686 whole entry, looked up): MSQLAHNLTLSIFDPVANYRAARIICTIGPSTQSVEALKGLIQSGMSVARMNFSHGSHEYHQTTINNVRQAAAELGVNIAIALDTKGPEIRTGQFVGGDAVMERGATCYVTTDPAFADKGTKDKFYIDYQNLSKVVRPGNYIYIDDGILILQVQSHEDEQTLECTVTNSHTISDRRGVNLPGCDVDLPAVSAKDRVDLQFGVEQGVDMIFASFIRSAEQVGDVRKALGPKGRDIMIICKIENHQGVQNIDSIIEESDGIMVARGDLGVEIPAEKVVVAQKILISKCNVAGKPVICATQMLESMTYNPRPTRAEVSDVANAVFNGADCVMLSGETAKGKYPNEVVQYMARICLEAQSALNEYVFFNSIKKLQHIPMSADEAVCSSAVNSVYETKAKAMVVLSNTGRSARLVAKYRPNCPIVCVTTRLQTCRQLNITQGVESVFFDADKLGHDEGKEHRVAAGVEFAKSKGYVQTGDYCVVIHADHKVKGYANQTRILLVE
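Kinase-Glo luminescence read after 1 h RT reaction of 0.1 nM LmPK with 0.5 mM PEP and 0.1 mM ADP. Activity scaled between uninhibited and enzyme-free controls.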
TbPYK inhibitor: qHTS of Trypanosoma Brucei Inhibitors | pyruvate kinase (Trypanosoma brucei), Q57TT1 | TbPYK enzyme, Kinase-Glo Plus ATP luminescence, 45 min | 410,000 compounds, 0.12% hits | AID 624173, 2012 | Potency, µM (series often up to 76.8 µM), for inactives: at the highest dose activity, negative = inhibition, most hits filed as inhibitors; further: potency means the concentration at half of the fitted maximal effect; on the % scale 0 is the no-effect control and ±100 the full control effect; nearly all actives have a fitted effect of over 50% in size
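Assay buffer: 50 mM TEA pH 7.2, 100 mM KCl, 10 mM MgCl2, 0.05% BSA, 0.01% Tween-20. Pyruvate kinase from T. brucei plus substrate met compound, then ADP (130 uM final). Luminescence was read post 45 min RT.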
Pf growth 96h: Primary qHTS for delayed death inhibitors of the malarial parasite plastid, 96 hour incubation | P. falciparum luciferase reporter growth, 96 h | Potency, µM (doses to about 28.7 µM), without a hit: at the highest dose activity change, negative = inhibition, usual class: inhibitors | 320,000 compounds, 6.9% hits | AID 504834, 2011; further: potency means the concentration at half of the fitted maximal effect; on the % scale 0 is the no-effect control and ±100 the full control effect
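P. falciparum expressing integrated firefly luciferase grown in erythrocytes (2% hematocrit, 0.05% parasitemia final) with compounds for 96 hours at 37 C, 5% CO2. Growth inhibition read as loss of luminescence after adding luciferase detection reagent.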
Pf growth 48h: Primary qHTS for delayed death inhibitors of the malarial parasite plastid, 48 hour incubation; P. falciparum luciferase growth in erythrocytes, 48 h; Potency, µM (top dose mostly 28.7 µM), for inactives: top-dose activity change, negative = inhibition, actives largely listed as inhibitors; 310,000 compounds, 5.9% hits; further: potency means the concentration at half of the fitted maximal effect; on the % scale 0 is the no-effect control and ±100 the full control effect
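Firefly luciferase activity from engineered P. falciparum reports growth; inhibitors lower the luminescent signal. Cultures contained 2% hematocrit erythrocytes at 0.1% final parasitemia.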
CHX counter: Cycloheximide Counterscreen for Small Molecule Inhibitors of Shiga Toxin; cell reporter, cycloheximide protein synthesis inhibition counterscreen; max response, %; 300,000 compounds, 12% hits; in the data active means max response mostly above about 13%, no sharp cut-off; inactive means mostly below about 14%; further: read at 38.3 µM for the half of the compounds with a filed dose; 0% is about no effect
AmpC no deterg: qHTS Inhibitors of AmpC Beta-Lactamase (assay without detergent); P00811; AmpC nitrocefin hydrolysis, absorbance 480 nm, 0.0001% Triton; Potency, µM (series often up to 57.1 µM), for inactives: at the top dose activity change, negative = inhibition, usual class: inhibitors; 330,000 compounds, 0.52% hits; AID 485341, 2010;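 further: potency means the concentration at half of the fitted maximal effect; plate controls were no compound for no effect and no enzyme for full effect; nearly all actives have a fitted effect of over 20% in size; some results filed as inactive show a strong effect at the top dose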
Target sequence (P00811 whole entry, looked up): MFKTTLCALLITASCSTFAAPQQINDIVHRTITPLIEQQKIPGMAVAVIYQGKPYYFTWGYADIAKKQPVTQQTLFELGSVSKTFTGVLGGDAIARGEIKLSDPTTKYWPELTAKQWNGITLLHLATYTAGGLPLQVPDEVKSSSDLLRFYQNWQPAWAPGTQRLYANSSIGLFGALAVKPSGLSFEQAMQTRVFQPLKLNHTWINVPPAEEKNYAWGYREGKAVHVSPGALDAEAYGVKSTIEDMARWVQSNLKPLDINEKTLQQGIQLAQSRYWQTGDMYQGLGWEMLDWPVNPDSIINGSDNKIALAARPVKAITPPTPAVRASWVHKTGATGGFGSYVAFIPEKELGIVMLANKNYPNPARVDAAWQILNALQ
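AmpC (5.3 nM in the dispensed reagent) in 20 mM phosphate pH 7.0 with 0.01% (detergent screen) or 0.0001% Triton X-100 was preincubated with compounds for 15 min at room temperature. Nitrocefin was then added from an 800 uM solution, and hydrolysis was followed at 480 nm.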
* hit, by the source's call; ? = inconclusive; · = not tested or not shown; & = joins results of further samples; [ ] = another dose, or the depositor's remark. Unless noted, the call rests on the fitted dose curve; in most records, active means well fitted curve in the direction sought with a large enough effect; inconclusive means small, poorly fitted or top-dose-only effect, or another doubt; inactive means no such curve, though single readings can be large; an effect the other way counts as inactive or inconclusive. Rows are unselected; overall some 22% were active at least once.

SMILES	Shiga toxin inh	LmPK inh	TbPYK inhibitor	Pf growth 96h	Pf growth 48h	CHX counter	AmpC no deterg
Cc1ccc(NP(=O)(Oc2ccccc2F)Oc2ccccc2F)cc1	-8	1%	2%	113%[activator]	50%[activator]	-1	-22%
CCCCCNC(=O)c1ccccc1SC	-4	-4%	-8%	·	12%	2	-5%
CCOc1ccccc1NC(=O)CSc1nc(=O)n(Cc2ccccn2)c2c1CCC2	·	·	1%	?	?	·	39%
CC(C(=O)NC1CC(C)(C)NC(C)(C)C1)c1ccc([N+](=O)[O-])cc1 (stereo not given)	-3	-5%	-2%	?	5%	-4	-3%
N#Cc1c(-c2ccc(F)cc2)cc(-c2cccs2)nc1SCC(=O)O	3	-2%	1%	17%	·	-11	-22%
COc1ccc(C)cc1S(=O)(=O)NCC(c1ccc2c(c1)OCO2)N1CCOCC1 (stereo not given)	·	·	-10%	-14%	-11%	·	31%
COc1ccc(NC(=O)CC2SC(=N)N(c3ccccc3)C2=O)c(OC)c1 (stereo not given)	6	-13%	4%	16%	16%	-10	1%
CCOc1ccccc1NC(=O)Nc1ccc(Br)cc1C	8	-2%	-2%	25%	?	-2	-1%[2.29 µM]
CCOC(=O)C1=C(c2ccccc2)NC(=O)NC1c1cc(OC)c(OC)c(OC)c1 (stereo not given)	·	·	-2%	?	?	·	-13%
COc1ccc(OC)c(NC(=O)Cn2c(=O)n(CC(=O)NCc3ccco3)c(=O)c3ccccc32)c1	-10	2%	2%	·	·	-3	-8%
CNC(=O)COC(=O)Cc1ccc(Cl)cc1	1	-3%	-3%	23%	40%[activator]	-1	-15%
Cc1nc(Cl)sc1C(=O)Nc1cccc2ccccc12	10	0%	4%	-4%	-3%	8	-12%
CCOCCCN(C(=O)CNC(=O)c1ccco1)C(C(=O)NC1CCCC1)c1cccc(OC)c1 (stereo not given)	1	2%	10%	?	-8%	-2	24%
Cc1cc(=O)[nH]c(Nc2ccccc2C)n1	-8	0%	-7%	?	-11%[0.00184 µM]	-1	-12%
COCCNC(=O)c1ccccc1NC(=O)c1cc(OC)cc(OC)c1	-4	2%	-6%	-5%	8%	1	-9%
COc1ccc(-c2cc(C)no2)cc1S(=O)(=O)N1CCOc2ccccc21	-3	11%	-12%&0%	5%	?	-7	0%
CC(=O)NC(Cc1ccc(F)cc1)C(=O)N1CCN(C(=O)NCc2ccccc2)CC1 (stereo not given)	17	3%	3%	43%[5.75 µM]	-81%	-1	-1%
Clc1ncc(Cn2cccn2)s1	4	2%	4%	34%[activator]	20%	-2	-17%[2.29 µM]
COc1ccc(C(CNC(=O)c2cccc(S(=O)(=O)N3CCCC3)c2)N2CCCC2)cc1 (stereo not given)	·	·	1%	?	?	·	-1%
OCC1(CCc2ccccc2)CCCN(CCCc2ccccc2)C1 (stereo not given)	-3	0%	1%	19%	?	0	3%
c1ccc(C2OCC3(CO2)COC(c2ccccc2)OC3)cc1 (stereo not given)	-7	5%	-1%	81%[activator]	0%	-2	-13%
ON=Cc1cccn1-c1ccccc1	-6	2%	-9%	-14%	14%	-4	-11%
O=C(C1CCCN(S(=O)(=O)c2cc(Cl)ccc2Cl)C1)N1CCCCCC1 (stereo not given)	-10	0%	-2%	?	?	-1	96%
CC(C)OCCCNc1ncc2c(n1)CC(c1ccc(N(C)C)cc1)CC2=O (stereo not given)	4	1%	4%	-2%[5.75 µM]	9%	-1	-17%
Cc1ccc(C23OCCN2CCn2nc4ccccc4c23)cc1 (stereo not given)	·	·	-11%	28%	-7%	·	-12%
COc1ccc(C(=O)c2sc(NC(C)C)nc2N)cc1OC	-16	-1%	-12%	?	-26%	0	-26%
OC1(c2ccc(F)cc2)CCN(Cc2ccccc2)C1 (stereo not given)	-13	-1%	2%	0%	-2%	-4	-17%
COC(=O)C1=C(c2cccc(Cl)c2)C[C@@H]2CC[C@H]1N2C(=O)N1CCCC1	·	·	4%	?	?	·	64%[activator]
CCCCNc1ccc(C(CC(N)=O)NC(=O)c2ccccc2)cc1[N+](=O)[O-] (stereo not given)	18	3%	-15%	-7%	7%	12	-20%
CCOc1cc(C(=O)NCC2CCCO2)cc(OCC)c1OCC (stereo not given)	8	2%	2%	·	28%	5	9%
CCCCC(=O)Nc1nnc(-c2ccc(OC)cc2)s1	35*	7%	1%	26%	81%[activator]	23	-13%
c1ccc(Oc2ncnc3sccc23)cc1	31	11%	-2%	7%	?	14	-9%
COc1ccc(Cc2nc3ccc(S(=O)(=O)N4CCOCC4)cc3[nH]2)cc1	-11	6%	-6%	9%	-5%	-3	-24%
CNc1nc(N)c(C(=O)Nc2cc(C)on2)s1	88*	11%	-27%	16%	196%[activator]	30*	-13%
CCN(Cc1ccccc1)C(=O)COC(=O)c1cc(=O)[nH]c2ccccc12	-5	-1%[11.5 µM]	0%	90%[activator]	10%	2	35%
Cc1cc(NC(=O)c2cc(-c3ccc(C)c(C)c3)nc3ccccc23)no1	20*	3%	-4%	0.74µM*	0.83µM*	3	-35%
O=C(CN1CCCCC1)c1ccccc1Cl	14	-5%	-1%	0%	-16%	6	-35%
Cc1ccc(OCCC(=O)OCC(=O)NCCc2ccc(Cl)cc2)cc1	·	·	9%	-1%	?	·	60%[activator]
O=C(O)C(=O)/C(=C\c1ccsc1)c1ccc2ccccc2n1	87*	-3%	3%	·	234%[activator]	27*	-27%
Cc1ccc(NC(=O)CNCc2ccc(Cl)cc2Cl)cc1S(=O)(=O)N(C)C	11	2%	4%	-21%	-6%	4	52%
O=C(CCS(=O)(=O)c1ccccc1)N(CCCN1CCOCC1)c1nc2ccccc2s1	·	·	-9%	106%[activator]	71%[activator]	·	201%[activator]
COc1ccc(-c2nnc(-c3cc(OC)c(OC)c(OC)c3)o2)cc1OC	12	0%	1%	?	?	-3	218%[activator]
Cc1[nH]c2c(C)cccc2c1CN1CCC(CO)(Cc2ccccc2)CC1	-14	-1%	0%	-28%	?	16	30%
O=C(CN1C2CCCC1CC(NC(=O)C1CCCCC1)C2)NCc1ccc(F)cc1 (stereo not given)	-7	1%	-2%	?	?	-3	49%
CN(C)c1cc(N/N=C/c2ccc(Cl)cc2)nc(N(C)C)n1	44	-5%	0%	-17%	?	11	-2%
O=C(NCC1CCCO1)C1CC(=O)N(c2ccc(F)c(Cl)c2)C1 (stereo not given)	-13	6%	2%	19%	·	-3	-5%
O=C(Nc1ccc(Cl)c(Cl)c1)Nc1ccc(Br)cc1F	13	0%	-19%	4.7µM*	?	10	-35%
CNC(=O)CSc1nnnn1-c1cc(C)ccc1C	-1	0%	7%	3%	-9%	-1	-14%
CCCCNc1nc(-c2ccccc2)c(C(=O)OCC)cc1C#N	6	-1%	7%	?	?	-2	15%
COc1ccc(N2CC(C(=O)N3CCN(c4ccccc4)CC3)CC2=O)cc1 (stereo not given)	-4	3%	-5%	?	-6%	2	64%[activator]
O=C1NC2(CCCCC2)N=C1c1ccc(F)cc1	30	-2%	-4%	22%	?	2	-20%
COc1ccc(S(=O)(=O)N2CCOC2CNC(=O)C(=O)NCc2cccnc2)cc1OC (stereo not given)	3	0%	1%	28%	126%[activator]	-3	1%
CC(=O)Nc1cccc(NC(=O)c2ccc(C(=O)Nc3cccc(NC(C)=O)c3)nc2)c1	2	3%	-4%	?	-4%	10	-3%
COc1ccc(S(=O)(=O)n2ccc(-c3cnc(-c4ccccc4)s3)n2)cc1	37	2%	-8%	?	?	17*	-40%
CCOC(=O)N1CCN(C(=O)c2cc(COc3ccc(F)cc3F)on2)CC1	88*	-7%	-3%	?	5%	49*	87%[activator]
O=C(Nc1ccccn1)c1cccs1	76*	?	?	143%[activator]	145%[activator]	52*	·
Clc1cccc(N2CCNCC2)n1	-2	-2%	3%	17%	9%	-3	-24%
COc1ccc(-c2csc(NC(=S)NC(=O)c3ccc4ccccc4c3)n2)cc1OC	2	5%	-2%	5%	?	-1	-27%
CCC(CC)c1nc2ccccc2c(=O)[nH]1	-10	1%	2%	-1%	11%	6	-19%
Cc1nn2c(=O)c(NC(=O)c3ccc(F)cc3)cnc2s1	16	-3%	-1%	7%	21%	-2	-9%

Further results follow.
SMILES	Shiga toxin inh	LmPK inh	TbPYK inhibitor	Pf growth 96h	Pf growth 48h	CHX counter	AmpC no deterg
COC(=O)N1CCN(c2ccc(OC)cc2)CC1	-19	-2%	-5%	·	18%	9.4*	-5%
COc1ccc(C(=O)O)cc1N1C(=O)Nc2ccccc2N1O	-18	-1%	6%	-13%	-14%	-4	-15%
Cc1cccc(CN2CCC(Oc3ccc(C(=O)N4CCCC4)cc3)CC2)n1	-5	-6%	3%	2.3µM*	?	-1	14%
CCCCc1cc(=O)oc2c3c(cc(OCC(=O)N4CCC[C@H]4C(=O)O)c12)OC(C)(C)CC3	-3	-6%	-1%	?	-12%	-2	-14%
CCOC(=O)N1CCC(N2CCN(S(=O)(=O)c3ccc4ccccc4c3)CC2)CC1	-16	-3%	-11%	12µM*	·	-5	112%[activator]
COc1ccc(N2CCN(S(=O)(=O)CCNC(=O)Cc3ccc([N+](=O)[O-])cc3)CC2)cc1	-13	-1%	3%	?	17%	-4	3%
COC(=O)[C@H](Cc1ccccc1)NC(=O)N1CCCCCC1	-4	0%	-8%	7%	1%	0	-5%
CN(NC(=O)c1ccccc1F)c1nc(C(F)(F)F)nc2ccccc12	-1	1%	4%	12µM*	?	-3	-1%
COc1ccccc1OC(=O)Nc1ccc(Cl)cc1	58*	0%	3%	13%	·	32*	-10%
CC(=O)OC1(c2ccccc2)CC(C(C)(C)C)CN(C(C)(C)C)C1 (stereo not given)	17	0%	-1%	6%	-8%	-2	-25%
Cc1ccc(C(=O)O)cc1NC(=O)c1ccc2c(c1)C(=O)N(c1ccc([N+](=O)[O-])cc1)C2=O	34	0%	3%	?	44%[activator]	-2	-12%

Source: PubChem BioAssay
